UGM FP inh: M. tuberculosis UGM enzyme inhibitors, primary screen, biochemical, fluorescence polarization, single point. inhibition, % at 10 µM. purified UGM, fluorescence polarization probe displacement. 320,000 compounds, 0.06% hits. UDP-galactopyranose mutase (Mycobacterium tuberculosis (strain ATCC 25618 / H37Rv)), …; in the data active = inhibition above about 10%, passing the limit was not always enough
Target sequence (P9WIQ1 whole entry, looked up): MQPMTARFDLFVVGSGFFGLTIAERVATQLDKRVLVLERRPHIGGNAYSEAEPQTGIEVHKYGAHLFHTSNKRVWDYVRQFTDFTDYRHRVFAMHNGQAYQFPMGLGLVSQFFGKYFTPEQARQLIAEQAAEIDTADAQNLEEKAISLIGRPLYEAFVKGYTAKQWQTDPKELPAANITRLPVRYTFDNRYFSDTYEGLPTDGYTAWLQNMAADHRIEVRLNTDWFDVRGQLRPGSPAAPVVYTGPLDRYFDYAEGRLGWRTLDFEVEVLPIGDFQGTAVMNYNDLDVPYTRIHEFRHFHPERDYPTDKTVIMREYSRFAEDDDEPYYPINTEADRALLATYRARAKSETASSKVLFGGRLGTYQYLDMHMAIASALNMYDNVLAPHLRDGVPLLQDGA
VHR inh abs: VHR1 phosphatase inhibitors, primary screen, biochemical, absorbance, uHTS; AID 1654, 2009; recombinant VHR phosphatase, pNPP absorbance; 290,000 compounds, 0.52% hits; inhibition, % at 13.3 µM; in the data active = inhibition above about 50%; also: some compounds called inactive have numbers as strong as hits
Target sequence (P51452 whole entry, looked up): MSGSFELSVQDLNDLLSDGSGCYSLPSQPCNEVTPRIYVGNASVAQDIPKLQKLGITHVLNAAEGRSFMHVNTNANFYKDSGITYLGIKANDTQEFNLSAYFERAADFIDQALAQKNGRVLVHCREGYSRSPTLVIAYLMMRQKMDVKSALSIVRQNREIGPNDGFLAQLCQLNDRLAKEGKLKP
Mtb FBA inh: Mtb FBA enzyme inhibitors, primary screen, biochemical, fluorescence, strain H37Rv. AID 588726, 2011. Fructose-bisphosphate aldolase (Mycobacterium tuberculosis (strain ATCC 25618 / H37Rv)), …. inhibition, % at 1 µM. 360,000 compounds, 2.3% hits. purified M. tuberculosis FBA, fluorescence read-out; in the data active = inhibition above about 27%;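 also: 0% = vehicle and 100% = reference inhibitor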
Target sequence (P9WQA3 whole entry, looked up): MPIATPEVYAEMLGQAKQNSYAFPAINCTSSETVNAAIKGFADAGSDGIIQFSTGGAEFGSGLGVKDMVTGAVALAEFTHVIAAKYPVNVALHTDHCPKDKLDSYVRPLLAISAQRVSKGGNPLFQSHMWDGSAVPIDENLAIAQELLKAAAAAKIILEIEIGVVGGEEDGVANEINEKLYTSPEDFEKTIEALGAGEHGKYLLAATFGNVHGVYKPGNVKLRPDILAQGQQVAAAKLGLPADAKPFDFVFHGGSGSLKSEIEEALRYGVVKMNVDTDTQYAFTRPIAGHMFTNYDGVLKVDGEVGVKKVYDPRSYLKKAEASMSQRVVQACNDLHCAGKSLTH
GDH-TPI counter: GDH-TPI coupling enzyme inhibitors, primary screen, artefact control for M. tuberculosis FBA inhibitor project, biochemical, absorbance, full deck | 360,000 compounds, 1.2% hits | AID 588335, 2011 | inhibition, % at 4.8 µM | GDH-TPI coupled enzyme counterscreen, NADH absorbance; in the data active = inhibition above about 30%;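 also: 0% = DMSO wells and 100% = wells lacking the enzyme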
SSB-PriA inh: inhibitors of Klebsiella pneumoniae PriA binding to SSB C-terminal tail, primary screen, biochemical, AlphaScreen; AlphaScreen SSBct-PriA binding, biotinylated peptide; inhibition, % at 33 µM; 430,000 compounds, 0.6% hits; AID 1272365, 2023; in the data active = inhibition mostly above about 37%, no sharp cut-off; inactive = mostly below about 20%;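 also: plate controls were negative control peptide for no effect and reference peptide for full effect; strong numbers were not always called active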
BH1578 lux ind: inducers of Vibrio cholerae quorum light production without autoinducers, primary screen, BH1578 luxS cqsA deficient, single point; V. cholerae BH1578 lux reporter, luminescence, 6 h; activation, % at 18.7 µM; 350,000 compounds, 0.16% hits; in the data active = activation mostly above about 9.7%, no sharp cut-off; also: not every result past the cut was called active; inactives centre near 0; reference of the scale not given here
MazF activator: activators of E. coli MazEF toxin-antitoxin RNase, primary screen, biochemical, fluorescence, uHTS. Endoribonuclease toxin MazF (Escherichia coli (strain K12)), P0AE70. FAM/BHQ RNA-DNA oligo cleavage fluorescence, 5 h. activation, % at 20 µM. 350,000 compounds, 0.32% hits. AID 504720, 2011; in the data active = activation above about 50%
Target sequence (P0AE70 whole entry, looked up): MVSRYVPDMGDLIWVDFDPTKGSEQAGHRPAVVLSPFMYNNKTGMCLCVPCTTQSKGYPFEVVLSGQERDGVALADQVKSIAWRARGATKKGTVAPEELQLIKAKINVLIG
SARS 3CLpro inh: SARS-CoV 3CLpro protease inhibitors, primary screen, biochemical, quenched FRET; Replicase polyprotein 1ab (Severe acute respiratory syndrome coronavirus), P0C6X7; recombinant SARS-CoV 3CLpro, quenched FRET peptide cleavage; inhibition, % at 6 µM; 290,000 compounds, 0.14% hits; in the data active = inhibition above about 12%
Mtb BioA inh: M. tuberculosis BioA enzyme inhibitors, primary screen, biochemical, plate reader, single point, HTS; 7,8-diaminopelargonic acid synthase BioA (Mycobacterium tuberculosis); purified M. tuberculosis BioA enzyme; inhibition, % at 9.99 µM; 360,000 compounds, 0.096% hits; AID 602481, 2012; in the data active = inhibition above about 40%
Rv3671c protease: Rv3671c serine protease inhibitors, primary screen, biochemical, fluorescence polarization, M. tuberculosis H37Rv | inhibition, % at 5.96 µM | P9WHR9 | 320,000 compounds, 0.048% hits; in the data active = inhibition above about 38%;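 also: extracellular domain of Rv3671c used as enzyme; 0% = enzyme with DMSO and 100% = no enzyme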
Numbers without * were called inactive; i = inactive; . = no result given; & = joins results of further samples. This is a subset. The share of hits here may be higher or lower than overall.

SMILES | UGM FP inh | VHR inh abs | Mtb FBA inh | GDH-TPI counter | SSB-PriA inh | BH1578 lux ind | MazF activator | SARS 3CLpro inh | Mtb BioA inh | Rv3671c protease
Cc1ccc(NC(=O)c2cc(S(=O)(=O)N3CCCCC3)c[nH]2)cc1F | 2.1 | -10 | 8 | 10 | -12 | -0.3 | -2 | 0 | -1.8 | -65
CCOC(=O)c1cccc(OC(=O)CCNC(=O)c2ccc(Cl)cc2)c1 | 0.4 | . | -1 | 1 | -2 | i | -1 | . | 0.1 | -6
Cc1ccc(SCCNC(=O)c2ccc(C)c(S(=O)(=O)Nc3ccccc3C)c2)cc1 | -0.5 | 14 | -1 | 5 | -4 | i | -8 | 4 | -0.7 | -49
COC(=O)C1=C(C)NC(C)=C(C(=O)OC)C1C(=O)OCC(=O)Nc1ccc(C(C)=O)cc1 | 0.9 | 13 | -1 | 4 | 4 | 1.0 | -21 | -1 | . | 12
O=C(COC(=O)c1ccc[n+]([O-])c1)Nc1ccc([N+](=O)[O-])cc1Cl | -1.2 | . | 1 | 9 | -13 | 3.4 | 6 | . | -0.8 | 1
Cc1nc(N2CCCCC2)c2c(C)c(C(=O)Nc3cccc(C(F)(F)F)c3)sc2n1 | -1.5 | 1 | 3 | 1 | -11 | -0.3 | 8 | -2 | -0.8 | -82
Cc1ccc(Cn2c(=N)n(CC(O)COc3ccccc3)c3ccccc32)cc1 (centres undefined) | -0.9 | -6 | 0 | 7 | 1 | -8.0 | 27 | -2 | . | -8
Cn1c(-c2ccccc2)c(/C=N/NC(=O)c2cccnc2)c2ccccc21 | 0.2 | 21 | 1 | 11 | . | -1.0 | 2 | 8 | . | 4
O=C(Nc1ccc2c(c1)OCO2)c1ccc(Cl)s1 | 0.6 | -2 | -1 | 9 | 6 | -1.0 | -13 | -3 | 1.4 | 0
CCn1nc(NS(=O)(=O)c2ccccc2[N+](=O)[O-])c2cc3ccc(C)cc3nc21 | -1.8 | 11 | -7 | 8 | 1 | 0.4 | 9 | 3 | 1.3 | 8
O=C(COC(=O)c1ccco1)NCc1cccs1 | -1.6 | 14 | 5 | 2 | -7 | -1.4 | 0 | -2 | -1.8 | 5
COc1cccc(/C=N/NC(=O)CSc2ccccc2C)c1O | . | -7 | -4 | 0 | . | -0.3 | 21 | -5 | . | 12

One compound at a time, from the list above. Order of screens: UGM FP inh	VHR inh abs	Mtb FBA inh	GDH-TPI counter	SSB-PriA inh	BH1578 lux ind	MazF activator	SARS 3CLpro inh	Mtb BioA inh	Rv3671c protease
`Cc1ccc(NC(=O)c2cc(S(=O)(=O)N3CCCCC3)c[nH]2)cc1F` is listed as 2.1	-10	8	10	-12	-0.3	-2	0	-1.8	-65
`CCOC(=O)c1cccc(OC(=O)CCNC(=O)c2ccc(Cl)cc2)c1` is listed as 0.4	.	-1	1	-2	i	-1	.	0.1	-6
`Cc1ccc(Cn2c(=N)n(CC(O)COc3ccccc3)c3ccccc32)cc1` (centres undefined) is listed as -0.9	-6	0	7	1	-8.0	27	-2	.	-8
`Cc1ccc(SCCNC(=O)c2ccc(C)c(S(=O)(=O)Nc3ccccc3C)c2)cc1` is listed as -0.5	14	-1	5	-4	i	-8	4	-0.7	-49

Further structures.
SMILES | UGM FP inh | VHR inh abs | Mtb FBA inh | GDH-TPI counter | SSB-PriA inh | BH1578 lux ind | MazF activator | SARS 3CLpro inh | Mtb BioA inh | Rv3671c protease
Cc1ccc(NC(=O)CSCC(=O)Nc2nnc(C)s2)cc1 | 2.2 | . | -2 | 2 | -2 | i | -4 | . | 0.3 | 5
NCC(=O)Nc1ccc(Br)cc1 | -0.4 | 12 | -2 | 6 | -7&-13 | -0.2 | 4 | 4 | -1.8 | 2
COc1ccccc1C(=O)Nc1ccc(N2CCN(S(C)(=O)=O)CC2)cc1 | 0.3 | -12 | -1 | -5 | -4 | -0.4 | -1 | 0 | 0.3 | -2
CC1CCCN(CCCNC(=O)CCn2nc(-c3ccccc3)ccc2=O)C1 (centres undefined) | . | 2 | -1 | 2 | -7 | -1.0 | -3 | 5 | -1.3 | 0
Cc1ccc(S(=O)(=O)N2CCN(C(=O)COC(=O)/C=C/c3ccc(F)cc3)CC2)c(C)c1 | 0.2 | . | -5 | 2 | -11 | 1.8 | -2 | . | -1.4 | 11
CCn1cc(C(=O)O)c(=O)c2cc(F)c(N3CCN(C(=O)Nc4ccccc4)CC3)cc21 | -1.1 | -4 | 7 | 8 | -6 | -0.3 | -4 | -3 | . | 0
CC(C)OCCCNC(=O)C(Cc1ccccc1)NS(=O)(=O)c1ccc2c(c1)CCC(=O)N2 (centres undefined) | 0.8 | 8 | -3 | 3 | -4 | -3.9 | 7 | -3 | 0.3 | 0
O=C(/C=C/c1ccc(F)cc1)NCCNC(=O)/C=C/c1ccc(F)cc1 | 1.4 | 10 | 3 | 10 | -13 | -0.5 | 2 | 0 | . | -8
O=C(Nc1ccc2oc(=O)ccc2c1)c1cc([N+](=O)[O-])ccc1N1CCOCC1 | -0.7 | 22 | 0 | 18 | -9 | i | 0 | 1 | . | -5
COc1ccc(NC(=O)c2cc(C3CCCCN3S(=O)(=O)c3ccc(F)cc3F)on2)c(C)c1 (centres undefined) | . | . | 0 | -3 | . | i | . | . | -2.3 | .
CCCCN1C(=O)C(CC(=O)NCCc2ccccn2)CC(C(=O)N(C)C)=C1C (centres undefined) | . | . | 4 | 13 | . | i | 4 | . | -5.9 | .
Cc1cc(C(=O)COC(=O)c2ccc(F)cc2F)c(C)n1C1CC1 | 2.6 | . | -1 | -2 | -1 | i | 8 | . | -0.5 | -11
O=C(N/N=C/c1ccccn1)c1cc(-c2ccccc2Cl)n[nH]1 | 1.3 | -4 | 1 | -2 | . | -1.7 | 9 | 3 | . | -1
CCC1=NN2C(=N)/C(=C\c3ccc(OCCOc4ccc(NC(C)=O)cc4)c(OC)c3)C(=O)N=C2S1 | 3.2 | -2 | 4 | 6 | -18 | i | 31 | -5 | 0.6 | -1
Cn1c(SCC(=O)Nc2ccc3c(c2)n(C)c(=O)n3C)nnc1-c1ccncc1 | 0.6 | -9 | 2 | 2 | -5 | -0.4 | -20 | -3 | -4.5 | 0
O=C(NCCN1CCOCC1)c1ccc(CS(=O)(=O)c2ccc(Cl)cc2)o1 | 1.8 | 21 | -3 | 3 | -13 | . | 0 | 1 | -0.3 | 11
CC(C)(C)C1(C)OC(=O)C(=Cc2ccc(OCC(=O)Nc3ccccc3)cc2)C(=O)O1 (centres undefined) | 1.1 | -11 | 1 | 15 | -15 | -0.2 | -19 | -4 | . | 2
CC(=O)c1sc(NCc2ccccc2)nc1C | 3.3 | 7 | 1 | 15 | -6 | i | 4 | 4 | 5.9 | -7
Cc1c(NC(=O)C(C)OC(=O)/C=C/c2ccc(OC(F)F)cc2)c(=O)n(-c2ccccc2)n1C (centres undefined) | 2.6 | . | -1 | -1 | -12 | -3.5 | -2 | . | . | 11
Cc1nn(CCCC(=O)NCc2ccc(Cl)cc2)c(C)c1[N+](=O)[O-] | 2.2 | -4 | -1 | 8 | -12 | i | 7 | 1 | . | 5
CCN(CC)S(=O)(=O)c1ccc(N2CCN(CCO)CC2)nc1 | -1.0 | -2 | 4 | -1 | -5 | -0.4 | 2 | 3 | 0.1 | 14
CC(=O)c1ccc(Nc2nc(C(N)CCc3ccccc3)cs2)cc1 (centres undefined) | . | . | 3 | 28 | . | -3.0 | . | . | 6.7 | .
CC(C)c1ccc(N(C)C(=O)Cc2c(C(=O)O)n(C)c3ccccc23)cc1 | -3.9 | -2 | 4 | 8 | 1 | i | 3 | 4 | -2.5 | -4
CCOc1ccc(NC(=O)C2CCCCN2S(=O)(=O)c2ccccc2)cc1 (centres undefined) | -0.2 | 7 | 3 | -2 | -11 | i | 2 | 2 | -3.2 | -6
COc1ccc(CC2C(=O)N(C)C(=O)N(C)C2=O)c(OC)c1 | 4.0 | 29 | -2 | -2 | 1 | i | -15 | 1 | -2.7 | 1
COc1cc(C(=O)c2ccc3c(c2)OCO3)cc(OC)c1OC | . | . | -3 | 16 | -6 | -2.0 | 4 | . | 2.5 | .
Cc1cc2c(ncn2C)c(NS(=O)(=O)c2cc(Cl)ccc2Cl)c1C | 0.0 | 5 | -2 | 5 | -6 | 17* | 2 | 1 | 1.0 | -9
Fc1ccccc1-c1nc(-c2ccccc2)no1 | 1.0 | 18 | -6 | -7 | -73 | i | 0 | 0 | -3.1 | -2
CC(=O)Cc1nsc(Nc2ccc3c(c2)OCCO3)n1 | -2.0 | -1 | 3 | 8 | 8 | i | -1 | -2 | . | -16
CCS(=O)(=O)N1CCC(C(=O)NCc2ccccc2OC)CC1 | -0.9 | 38 | 8 | -2 | -9 | i | 1 | 3 | 0.3 | 8
Nc1nc(-c2cccnc2)nn1C(=O)Cc1ccccc1 | -0.2 | -2 | 2 | 6 | -9 | -2.7 | 1 | -6 | 5.3 | 7
CCCNC(=O)C1(C)CCCN(C(=O)c2cc(F)ccc2C)C1 (centres undefined) | . | . | -1 | 3 | . | i | . | . | 0.5 | .
Cc1ccc(CNC(=O)CSc2nc3ccsc3c(=O)n2NC(=O)c2ccccc2)cc1 | 3.8 | 23 | -1 | -7 | -17 | -5.9 | 6 | -2 | -2.3 | -8
COc1cc(NC(=O)c2cccs2)c(C(=O)OCC(=O)NCc2ccco2)cc1OC | 1.3 | 11 | -2 | 14 | -9 | i | 4 | -2 | -0.4 | -22
CCOC(=O)C1CCN(CC(=O)Nc2ccc(OC)c(S(=O)(=O)N3CCCCC3)c2)CC1 | 4.3 | . | 2 | 3 | -13 | -0.9 | -8 | . | -0.9 | 7
O=c1oc(-c2ccc(Br)cc2)nc2ccccc12 | -1.1 | 7 | -1 | 6 | -12 | -0.3 | -9 | -5 | 0.1 | -4
COc1cccc(C(=O)Nc2nc3c(s2)CN(C)CC3)c1 | 0.4 | 11 | 3 | 25 | -5 | i | -14 | -3 | 2.3 | -11
CN1C(C(=O)NCc2ccccc2)CC2Cn3c(nc4cc(Cl)c(Cl)cc43)C21 (centres undefined) | 3.0 | 22 | -1 | -1 | -11 | i | -8 | . | -0.2 | -9
Cc1ccc2nc(-c3ccncc3)c(Nc3ccccc3)n2c1 | 2.7 | 16 | 3 | 6 | -6 | -0.2 | 10 | 0 | 0.9 | -1
CCN(CC)C(=O)c1[nH]cnc1C(=O)NCC(=O)OCc1ccccc1 | 1.8 | 13 | 0 | -8 | -5 | -0.4 | 3 | 1 | -1.0 | -4
Cc1cccc(C)c1C(=NCCCN(C)C)c1ccccc1 | 0.8 | 0 | 2 | 6 | 4 | i | -4 | -6 | . | 0
CN1CCN(c2cc3c(c4c2[nH]c2ccccc24)C(=O)CC(C)(C)C3)CC1 | -1.2 | 36 | 13 | 19 | 8 | -0.2 | 22 | 1 | 0.6 | 13
CCCc1cc(=O)oc2c(C)c(OC3CCCCC3=O)ccc12 (centres undefined) | . | 21 | 4 | -7 | -13 | i | 2 | -4 | -4.2 | .
CCSc1nc2ccc(OC)cc2cc1C#N | 4.2 | 13 | 6 | 9 | -13 | 0.0 | 2 | 2 | -1.0 | 0
NC(=O)Nn1c(CCC(=O)O)ccc1-c1ccc(F)cc1 | -1.8 | 23 | 7 | 6 | 2 | i | 3 | -4 | 0.9 | 5
CC(C)OC(=O)c1c(N)n(CC2CCCO2)c2nc3ccccc3nc12 (centres undefined) | 3.3 | -5 | 190* | 9 | 1 | i | -13 | -4 | 0.6 | -15
